Screens: PubChem, several laboratories
ZTA DNA inh = counter-screen for EBNA-1 inhibitors: inhibitors of Epstein-Barr virus ZTA; P03206; ZTA-DNA binding, fluorescence polarization; inhibition, % at 11 µM; 0.15% of 320,000 active; AID 2234; in the data active = inhibition above about 33%
Target sequence (P03206 whole entry, looked up): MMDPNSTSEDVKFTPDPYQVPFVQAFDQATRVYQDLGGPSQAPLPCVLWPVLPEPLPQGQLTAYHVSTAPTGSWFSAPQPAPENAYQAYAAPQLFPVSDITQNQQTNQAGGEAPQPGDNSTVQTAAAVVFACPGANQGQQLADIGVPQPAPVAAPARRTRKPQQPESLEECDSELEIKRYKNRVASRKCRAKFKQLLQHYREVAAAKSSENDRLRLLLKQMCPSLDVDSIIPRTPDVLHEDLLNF
Fh CTSL1 inh = cathepsin L1 inhibition, PFM18AAP counter-screen; recombinant F. hepatica cathepsin L1, Z-Leu-Arg-MCA fluorescence; inhibition, % at 5.96 µM; 0.49% of 300,000 active;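 active = inhibition above the mean of all tested compounds plus 3 SD, set per screening campaign, cut at about 17% in these data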;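 also: 0% = plate median of test compound wells and 100% = 1 µM Z-Phe-Ala-diazomethylketone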
Efflux pump mplx = inhibitors of Candida antifungal efflux pumps expressed in yeast | S. cerevisiae Candida pump triplex, Nile Red efflux | 0.44% of 330,000 active | inhibition, % at 10 µM;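 active = plate passing quality check with inhibition over a set limit, or well fluorescence over plate mean plus 4 SD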;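 also: Nile Red retained in pooled yeast measured as flow cytometry median fluorescence; 0% = buffer negative control and 100% = Enniatin B positive control; higher means more Nile Red kept so more efflux inhibition; some compounds called inactive have numbers as strong as hits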
PREPL inhibitor = inhibits the human prolyl oligopeptidase-like enzyme. Q4J6C6. recombinant PREPL, fluorescence polarization activity-based probe. inhibition, % at 5.96 µM. 0.68% of 320,000 active; in the data active = inhibition above about 43%;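 also: 0% = enzyme with DMSO and 100% = wells lacking enzyme; many of its hits are not listed in these tables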
EBNA-1 inhibitor = blocks EBNA-1 binding to DNA | EBNA-1 DNA binding, fluorescence polarization | inhibition, % at 14.8 µM | 0.34% of 300,000 active | AID 1950; in the data active = inhibition above about 28%
TPT1 inhibitor = blocks Candida albicans tRNA 2'-phosphotransferase; recombinant caTPT1, FP RNA substrate dephosphorylation; inhibition, % at 5 µM; 0.81% of 300,000 active; AID 1962;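 active = inhibition above the mean of all tested compounds plus 3 SD, set per screening campaign, cut at about 24% in these data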;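 also: plate controls were DMSO alone for no effect and ferristatin control at 100 nM for full effect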
PP5 inh = PP5 (human) phosphatase inhibition | purified PP5c, OMFP substrate fluorescence | inhibition, % at 6.7 µM | 0.18% of 320,000 active;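 active = inhibition above the campaign's mean inhibition across all tested compounds plus 3 SD, cut at about 9.5% in these data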;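 also: 0% = DMSO only and 100% = 100 µM cantharidin control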
PP1 inh = counter-screen for PP5 inhibitors: inhibitors of human PP1-alpha | P62136 | purified PP1alpha, OMFP fluorescence | inhibition, % at 6.7 µM | 0.9% of 320,000 active;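 active = inhibition above the mean inhibition of all tested compounds plus 3 SD, computed separately for each screening campaign, cut at about 15% in these data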
Target sequence (P62136 whole entry, looked up): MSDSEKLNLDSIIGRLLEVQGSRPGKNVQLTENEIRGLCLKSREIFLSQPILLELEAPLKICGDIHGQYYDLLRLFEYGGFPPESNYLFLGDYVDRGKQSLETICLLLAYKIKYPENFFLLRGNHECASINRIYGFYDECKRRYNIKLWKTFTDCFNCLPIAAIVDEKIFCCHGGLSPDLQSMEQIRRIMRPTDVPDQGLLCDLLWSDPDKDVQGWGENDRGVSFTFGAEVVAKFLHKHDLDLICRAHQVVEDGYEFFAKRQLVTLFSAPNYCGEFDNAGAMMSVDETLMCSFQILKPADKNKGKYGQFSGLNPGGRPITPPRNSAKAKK
core dimer inh = HCV core protein dimerization inhibition; inhibition, % at 5 µM; 0.33% of 300,000 active; TR-FRET GST/Flag-core106 dimerization, 1536-well;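 active = inhibition above the mean of all tested compounds plus 3 SD, set per screening campaign, cut at about 45% in these data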
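Material: GST/Flag-tagged HCV core106 proteins. Incubation: 4 h, 22.5 °C incubation. Read-out basis: inhibition (%) from 671 over 617 nm ratio. Measured by: TR-FRET, excitation 340 nm, emission 617 and 671 nm.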
An asterisk follows results filed as active.

What do the screens show for `Cc1cc(C(c2nnnn2Cc2ccccc2)N2CCOCC2)c(C)n1-c1ccc2c(c1)OCO2` (stereo not drawn)?
ZTA DNA inh: 9; Fh CTSL1 inh: -1; Efflux pump mplx: -0.3; PREPL inhibitor: 13; EBNA-1 inhibitor: -2; TPT1 inhibitor: -4; PP5 inh: 1.5; PP1 inh: 0; core dimer inh: 0

What do the screens show for `N#Cc1c(Sc2ncc(C(F)(F)F)cc2Cl)nsc1C/C=N\OCc1ccccc1Br`?
ZTA DNA inh: 7; Fh CTSL1 inh: 2; Efflux pump mplx: 0.1; PREPL inhibitor: -4; EBNA-1 inhibitor: -2; TPT1 inhibitor: 55*; PP5 inh: -0.6; PP1 inh: 3; core dimer inh: 41

What do the screens show for `Cc1ccc(NC(=O)CCc2nnc3ccc(N4CCN(C)CC4)nn23)cc1F`?
ZTA DNA inh: -4; Fh CTSL1 inh: -3; Efflux pump mplx: -0.2; PREPL inhibitor: 0; EBNA-1 inhibitor: 10; TPT1 inhibitor: 0; PP5 inh: 0.9; PP1 inh: 0; core dimer inh: -5

Results for CCOc1ccc(Nc2nc(Cl)nc(NCCO)n2)cc1 ?
ZTA DNA inh: 5; Fh CTSL1 inh: 5; Efflux pump mplx: 0.1; PREPL inhibitor: -7; EBNA-1 inhibitor: -4; TPT1 inhibitor: 3; PP5 inh: -0.5; PP1 inh: -3; core dimer inh: -4

Results for COCCN(C(=O)c1cc(Cl)ccn1)c1c(N)n(Cc2ccccc2)c(=O)[nH]c1=O ?
ZTA DNA inh: -1; Efflux pump mplx: 0.0; PREPL inhibitor: 17; PP5 inh: 1.6; PP1 inh: -3

How did Cc1cc(NC(=O)CN2CCN(C/C=C/c3ccccc3)CC2)c([N+](=O)[O-])cc1C do in these assays?
ZTA DNA inh: -16; Fh CTSL1 inh: -1; Efflux pump mplx: 0.0; PREPL inhibitor: 12; EBNA-1 inhibitor: -2; TPT1 inhibitor: 0; PP5 inh: 2.4; PP1 inh: -1; core dimer inh: -7

How did COc1ccccc1NC(=O)CSc1nnc(-c2ccccn2)o1 do in these assays?
ZTA DNA inh: -5; Fh CTSL1 inh: -2; Efflux pump mplx: 0.0; PREPL inhibitor: -6; EBNA-1 inhibitor: 1; TPT1 inhibitor: -1; PP5 inh: -1.1; PP1 inh: 0; core dimer inh: -4

Results for Cc1c(NC(=O)COC(=O)Cn2cc(C(F)(F)F)ccc2=O)cccc1[N+](=O)[O-] ?
ZTA DNA inh: -1; Efflux pump mplx: -0.2; PREPL inhibitor: 15; PP5 inh: -0.5; PP1 inh: -3

Results for O=C1CN(C(=O)c2ccccc2F)C(c2ccc(F)cc2)c2cc(F)ccc2N1 (stereo not drawn) ?
ZTA DNA inh: -1; Fh CTSL1 inh: -2; Efflux pump mplx: -0.3; PREPL inhibitor: 7; EBNA-1 inhibitor: -9; TPT1 inhibitor: 0; PP5 inh: 0.1; PP1 inh: -3; core dimer inh: 4

How did CCC1CCCCN1CCCNC(=O)c1ccc2c(c1)N(Cc1ccc(F)cc1)C(=O)c1ccccc1S2=O (stereo not drawn) do in these assays?
ZTA DNA inh: 3; Fh CTSL1 inh: 1; Efflux pump mplx: 0.3; PREPL inhibitor: 20; EBNA-1 inhibitor: -10; TPT1 inhibitor: 4; PP5 inh: -2.2; PP1 inh: -1; core dimer inh: -7

How did Cc1ccc(CNC(=O)CSc2nc(=O)n3ccccc3n2)cc1 do in these assays?
ZTA DNA inh: 12; Fh CTSL1 inh: 2; Efflux pump mplx: 0.0; PREPL inhibitor: 8; EBNA-1 inhibitor: -2; TPT1 inhibitor: -1; PP5 inh: -3.3; PP1 inh: -5; core dimer inh: 0

What do the screens show for `O=C(NC(=S)N(CCCCO)C1CCCCC1)c1sc2ccccc2c1Cl`?
ZTA DNA inh: 6; Fh CTSL1 inh: -1; Efflux pump mplx: -0.1; PREPL inhibitor: 11; EBNA-1 inhibitor: 4; TPT1 inhibitor: -2; PP5 inh: -1.2; PP1 inh: 1; core dimer inh: -1

Results for CN(C)CCSc1nnc2[nH]c3ccccc3c2n1 ?
ZTA DNA inh: -18; Fh CTSL1 inh: -1; Efflux pump mplx: -0.1; PREPL inhibitor: 9; EBNA-1 inhibitor: -9; TPT1 inhibitor: -5; PP5 inh: 0.6; PP1 inh: 0; core dimer inh: -15

What do the screens show for `O=C(c1ccccc1Cl)N1CCC(n2cccc2)CC1`?
ZTA DNA inh: -1; Fh CTSL1 inh: -3; Efflux pump mplx: -0.1; PREPL inhibitor: 13; EBNA-1 inhibitor: 5; TPT1 inhibitor: -1; PP5 inh: 0.4; PP1 inh: -5; core dimer inh: -4

Results for CCOc1ccccc1-n1c(SCC(=O)Nc2nccs2)nnc1-c1ccoc1C ?
ZTA DNA inh: 7; Fh CTSL1 inh: -1; Efflux pump mplx: 0.0; PREPL inhibitor: -4; EBNA-1 inhibitor: 3; TPT1 inhibitor: -1; PP5 inh: 0.1; PP1 inh: 2; core dimer inh: 2

What do the screens show for `C[C@@H](CN1C2=NC[C@H](Cc3ccc(O)cc3)N2C[C@H]1Cc1ccc(O)cc1)NC(=O)CCC1CCCCC1`?
ZTA DNA inh: 4; Fh CTSL1 inh: -1; Efflux pump mplx: 0.1; PREPL inhibitor: -22; EBNA-1 inhibitor: 8; TPT1 inhibitor: 0; PP5 inh: 0.2; PP1 inh: -3; core dimer inh: 2

How did CC(C)N1CCN(Cc2ccc(OCc3ccccc3)cc2)CC1CCO (stereo not drawn) do in these assays?
ZTA DNA inh: 10; Fh CTSL1 inh: 0; Efflux pump mplx: 0.1; PREPL inhibitor: 14; EBNA-1 inhibitor: -7; TPT1 inhibitor: 1; PP5 inh: 0.0; PP1 inh: -6; core dimer inh: -1

How did N=c1cc(C2(O)CCCCC2)n2c(nc3ccccc32)s1 do in these assays?
ZTA DNA inh: -3; Fh CTSL1 inh: 0; Efflux pump mplx: 0.1; PREPL inhibitor: 17; EBNA-1 inhibitor: -6; TPT1 inhibitor: 3; PP5 inh: 3.6; PP1 inh: -6; core dimer inh: -1

Results for C=CCc1c(C)c(C#N)c2nc3ccccc3n2c1NCCN(C)C ?
ZTA DNA inh: 6; Fh CTSL1 inh: -1; Efflux pump mplx: 0.2; PREPL inhibitor: 19; EBNA-1 inhibitor: 2; TPT1 inhibitor: -2; PP5 inh: -1.5; PP1 inh: -2; core dimer inh: -4

Results for O=S(=O)([N-]c1nc2ccccc2nc1-n1cc[n+](Cc2ccccc2)c1)c1ccc(Cl)cc1 ?
ZTA DNA inh: 2; Fh CTSL1 inh: 1; Efflux pump mplx: 0.1; PREPL inhibitor: 9; EBNA-1 inhibitor: 2; TPT1 inhibitor: -2; PP5 inh: -0.2; PP1 inh: -1; core dimer inh: 10

What do the screens show for `COc1ccc(OC)c(NC(=O)c2ccc(NS(C)(=O)=O)cc2)c1`?
ZTA DNA inh: -1; Fh CTSL1 inh: 1; Efflux pump mplx: 0.1; PREPL inhibitor: 2; EBNA-1 inhibitor: -2; TPT1 inhibitor: 0; PP5 inh: -0.1; PP1 inh: -3; core dimer inh: -4

How did CCOc1ccc(NC(=O)Nc2ccc3c(c2)nnn3C)cc1 do in these assays?
ZTA DNA inh: 10; Fh CTSL1 inh: 2; Efflux pump mplx: -0.1; PREPL inhibitor: 2; EBNA-1 inhibitor: 7; TPT1 inhibitor: -2; PP5 inh: 0.0; PP1 inh: -2; core dimer inh: 6

How did Cc1cc(C)cc(OCC(=O)OCC(=O)c2ccc3c(c2)NC(=O)CO3)c1 do in these assays?
ZTA DNA inh: -2; Fh CTSL1 inh: -34; Efflux pump mplx: 0.2; PREPL inhibitor: 4; EBNA-1 inhibitor: -7; TPT1 inhibitor: 4; PP5 inh: 4.0; PP1 inh: 0; core dimer inh: 7

Results for CCCCOCCCNC(=O)N[C@H](C(=O)OC)C(C)CC (stereo partly drawn) ?
ZTA DNA inh: 3; Fh CTSL1 inh: 2; Efflux pump mplx: 0.1; PREPL inhibitor: -3; EBNA-1 inhibitor: 0; TPT1 inhibitor: 2; PP5 inh: -1.1; PP1 inh: -2; core dimer inh: 0

Results for CCC(=O)N1c2ccc(S(=O)(=O)N3CCOCC3)cc2CC1C (stereo not drawn) ?
ZTA DNA inh: 3; Fh CTSL1 inh: -5; Efflux pump mplx: 0.2; PREPL inhibitor: -4; EBNA-1 inhibitor: -5; TPT1 inhibitor: -3; PP5 inh: -0.5; PP1 inh: -4; core dimer inh: -2

How did O=C(Nc1cccs1)Nc1c(F)c(F)cc(F)c1F do in these assays?
ZTA DNA inh: -10; Fh CTSL1 inh: 0; Efflux pump mplx: 0.0; PREPL inhibitor: 2; EBNA-1 inhibitor: -8; TPT1 inhibitor: -4; PP5 inh: -0.5; PP1 inh: -1; core dimer inh: 4

Some of these compounds in order of SMILES length, highest first:
What do the screens show for `C[C@@H](CN1C2=NC[C@H](Cc3ccc(O)cc3)N2C[C@H]1Cc1ccc(O)cc1)NC(=O)CCC1CCCCC1`?
ZTA DNA inh: 4; Fh CTSL1 inh: -1; Efflux pump mplx: 0.1; PREPL inhibitor: -22; EBNA-1 inhibitor: 8; TPT1 inhibitor: 0; PP5 inh: 0.2; PP1 inh: -3; core dimer inh: 2

What do the screens show for `N#Cc1c(Sc2ncc(C(F)(F)F)cc2Cl)nsc1C/C=N\OCc1ccccc1Br`?
ZTA DNA inh: 7; Fh CTSL1 inh: 2; Efflux pump mplx: 0.1; PREPL inhibitor: -4; EBNA-1 inhibitor: -2; TPT1 inhibitor: 55*; PP5 inh: -0.6; PP1 inh: 3; core dimer inh: 41

Results for CCC(=O)N1c2ccc(S(=O)(=O)N3CCOCC3)cc2CC1C (stereo not drawn) ?
ZTA DNA inh: 3; Fh CTSL1 inh: -5; Efflux pump mplx: 0.2; PREPL inhibitor: -4; EBNA-1 inhibitor: -5; TPT1 inhibitor: -3; PP5 inh: -0.5; PP1 inh: -4; core dimer inh: -2

Results for C=CCc1c(C)c(C#N)c2nc3ccccc3n2c1NCCN(C)C ?
ZTA DNA inh: 6; Fh CTSL1 inh: -1; Efflux pump mplx: 0.2; PREPL inhibitor: 19; EBNA-1 inhibitor: 2; TPT1 inhibitor: -2; PP5 inh: -1.5; PP1 inh: -2; core dimer inh: -4

How did N=c1cc(C2(O)CCCCC2)n2c(nc3ccccc32)s1 do in these assays?
ZTA DNA inh: -3; Fh CTSL1 inh: 0; Efflux pump mplx: 0.1; PREPL inhibitor: 17; EBNA-1 inhibitor: -6; TPT1 inhibitor: 3; PP5 inh: 3.6; PP1 inh: -6; core dimer inh: -1

Results for CCCCOCCCNC(=O)N[C@H](C(=O)OC)C(C)CC (stereo partly drawn) ?
ZTA DNA inh: 3; Fh CTSL1 inh: 2; Efflux pump mplx: 0.1; PREPL inhibitor: -3; EBNA-1 inhibitor: 0; TPT1 inhibitor: 2; PP5 inh: -1.1; PP1 inh: -2; core dimer inh: 0

Only part of the results is shown; rates above refer to the full screens.
